Screening results from PubChem BioAssay.
FEN1 inhibitor – inhibitors of human flap endonuclease 1; P39748; Recombinant FEN1 flap cleavage, fluorescence, 15 min; Potency, µM (series often up to 114 µM), inactives show at the highest dose activity change, negative = inhibition, actives largely listed as inhibitors; 390,000 compounds, 0.35% hits; note: nearly all actives have a fitted effect of over 65% in size
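Read-out was taken twice, immediately and after 15 min, following addition of 50 nM substrate to 10 nM FEN1 that had sat with test compound for 15 min at room temperature. Curves came from a four-parameter Hill model.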
N370S GC mod – inhibits or activates N370S mutant glucocerebrosidase; AID 2101; Potency, µM (series often up to 59.4 µM), inactives show at the top dose activity change, negative = inhibition, most hits filed as inhibitors; N370S GC spleen homogenate, 4MU-glucoside fluorescence; P04062; 330,000 compounds, 0.092% hits;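 note: 0% = full enzyme activity and -100% = no enzyme basal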
KAT2A inh – GCN5L2 (KAT2A) acetyltransferase inhibition; GCN5L2 HAT assay, ThioGlo1 CoA-SH fluorescence; Potency, µM (top dose mostly 58.9 µM), for the others: top-dose activity change, negative = inhibition, hits mostly inhibitors; 390,000 compounds, 0.21% hits; AID 504327
Target sequence (Q92830 whole entry, looked up): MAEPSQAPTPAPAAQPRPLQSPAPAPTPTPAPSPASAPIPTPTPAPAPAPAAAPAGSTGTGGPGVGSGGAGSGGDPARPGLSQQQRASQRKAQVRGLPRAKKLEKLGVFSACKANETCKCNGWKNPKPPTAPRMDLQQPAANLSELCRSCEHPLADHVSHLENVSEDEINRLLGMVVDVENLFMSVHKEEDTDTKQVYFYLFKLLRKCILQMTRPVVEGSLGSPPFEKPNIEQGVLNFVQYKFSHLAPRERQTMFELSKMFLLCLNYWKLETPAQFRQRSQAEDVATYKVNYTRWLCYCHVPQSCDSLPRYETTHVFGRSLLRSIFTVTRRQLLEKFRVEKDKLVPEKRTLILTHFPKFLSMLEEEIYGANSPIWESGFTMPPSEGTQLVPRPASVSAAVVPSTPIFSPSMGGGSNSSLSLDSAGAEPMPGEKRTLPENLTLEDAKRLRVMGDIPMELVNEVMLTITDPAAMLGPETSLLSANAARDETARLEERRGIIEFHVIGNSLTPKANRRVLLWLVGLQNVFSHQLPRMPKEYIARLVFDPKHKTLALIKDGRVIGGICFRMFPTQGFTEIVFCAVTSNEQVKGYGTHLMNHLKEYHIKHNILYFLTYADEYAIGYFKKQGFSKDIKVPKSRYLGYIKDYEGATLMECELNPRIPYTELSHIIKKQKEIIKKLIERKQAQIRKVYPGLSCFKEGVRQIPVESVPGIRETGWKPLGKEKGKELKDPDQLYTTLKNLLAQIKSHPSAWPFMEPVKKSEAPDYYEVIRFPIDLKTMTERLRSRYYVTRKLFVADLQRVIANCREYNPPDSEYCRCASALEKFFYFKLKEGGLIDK
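GCN5L2 (20nM final) in 50mM HEPES, 0.1mM EDTA pH 7.5, 0.01% Tween-20 was preincubated 15 min at room temperature with compound, then given ThioGlo1 (50uM), H3(1-25) peptide (75uM) and acetyl-CoA (70uM); CoA-thiol fluorescence (Ex340/Em540) was read at 0 and 20 min.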
* hit, by the source's call; ? = inconclusive; . = not tested or not shown; & = joins results of further samples; [ ] = dose if it differs, or a comment. Calls come from the whole dose curve; as a rule, active = well fitted curve in the direction sought with a large enough effect; inconclusive = small, poorly fitted or top-dose-only effect, or another doubt; inactive = no such curve, though single readings can be large; an effect the other way counts as inactive or inconclusive. Unless noted, % is set by controls: 0 for no effect and ±100 for the full control effect; potency is the fitted concentration of half-maximal effect.

SMILES | FEN1 inhibitor | N370S GC mod | KAT2A inh
CC(C)C[C@@H](CO)N1CCN(CCCc2ccccc2)CCC1=O | 21% | -12% | 0%
O=C(CNCc1ccco1)Nc1ccccc1-n1cccc1 | -3% | -1% | -2%
O=C(O)c1ccccc1N/N=C\c1ccnc2ccccc12 | -8% | -5% | ?
CCOC(=O)c1cccc(N2C(=O)C3C(C2=O)C2C=CC3C23CC3)c1 (centres undefined) | 0% | -1% | -7%
Brc1cccc(OCCCCN2CCCCC2)c1 | -1% | 1% | 1%
Cc1ccc(-c2nc(SCC(=O)NCC3CCCO3)c(-c3ccc(Cl)cc3)[nH]2)cc1 (centres undefined) | -18% | 6% | -1%
CCOC(=O)N1CCN(C(=O)c2ccc3c(c2)N(Cc2cccc(Cl)c2)C(=O)c2ccccc2S3=O)CC1 (centres undefined) | -19%&7% | -13% | -7%&-4%
COc1cccc(NC(=O)CSC2=Nc3ccccc3C3=NC(CCC(=O)NCCc4ccccc4)C(=O)N23)c1 (centres undefined) | -1% | . | -7%
COc1cc(Cl)c(C)cc1NC(=O)c1ccc(CN2C(=O)CCn3nc(C)cc32)cc1 | -7% | . | 1%
COC(=O)C1=C(C)N=C2SCCC(=O)N2C1c1ccc(OCc2ccccc2)c(OC)c1 (centres undefined) | 6% | . | -11%
CCOc1ccccc1CNC(=O)c1cc2c(=O)n(Cc3cccnc3)ccc2nc1C | 21% | . | -10%
Cc1nc(-c2ccc(C(=O)N3CCOCC3)cc2)cs1 | -4% | 3% | -3%
COC(=O)c1ccc(COC(=O)c2nn(C)c(=O)c3ccccc23)cc1 | 14% | 4% | -13%
Cc1cc(OCC(O)CN2CCN(C)CC2)ccc1C(C)C (centres undefined) | -1%&-2% | 0% | -5%
Cc1cc(F)ccc1S(=O)(=O)Nc1ccccc1C(=O)NCc1cccnc1 | 5% | -1% | -3%
COc1ccc(CNC(=O)COC(=O)c2ccc3c(c2)OCCO3)cc1 | -8% | -3% | -6%
CCCC[C@H]1CCCO[C@@](C(=O)NCc2ccccc2)(C(F)(F)F)C1 | -25% | 6% | .
CC(C)c1ccc(OCC(=O)N(Cc2ccccc2)c2ccccn2)cc1 | ? | ? | -7%
Cc1ccc(C2=N/C(=C\c3ccc(OS(=O)(=O)c4ccc(C)cc4)cc3)C(=O)O2)cc1 | -3% | 9% | -7%
CCc1nnc(NC(=O)c2cccc(S(=O)(=O)N3CCN(c4ccccc4)CC3)c2)s1 | -9% | -1% | -8%
COc1ccc(CCNC(=O)c2ccc3c(c2)N(Cc2ccccc2F)C(=O)c2ccccc2S3(=O)=O)cc1OC | 5% | . | -4%
COC(=O)CC1C(=O)NC2CCCCC2N1C(=O)CCl (centres undefined) | -17% | -4% | -9%
O=C(CSc1ncn[nH]1)N1CCN(S(=O)(=O)c2ccc(Cl)cc2)CC1 | 7% | 5% | -11%
COc1cc2c(cc1OC)CN(C(=S)Nc1cccc(Cl)c1C)CC2 | 4% | 12% | -3%
CCOc1ccc(C(=O)OCC(=O)Nc2ccc3c(c2)OCCO3)cc1OC | 1% | . | -1%
CCC(C)c1ccccc1NC(=O)COC(=O)C1=NN(c2ccccc2)C(=O)CC1 (centres undefined) | -1% | . | -12%
C=CCNC(=O)Nc1ccc(OCC)cc1 | -7% | -10% | -3%
Cc1nc2ccccc2n1CC(=O)NC1CCCC1 | 9% | 1% | 1%
Cc1ccc(C2(C)NC(=O)N(CC(=O)NNC(=O)c3cc(C)oc3C)C2=O)cc1 (centres undefined) | -2% | -13% | 1%
O=C(CCCOc1ccccc1)N1CCN(C(=O)c2ccco2)CC1 | 0% | 6% | -7%
COc1cc(CNC(C)c2ccccc2)c(Br)cc1OCC(N)=O (centres undefined) | -1% | -24% | -5%
Cn1c2ccccc2c2c(C(=O)NCc3ccco3)cn(C3CCCCC3)c(=O)c21 | 10% | 22% | -5%
C=CCN1C(=O)CS/C1=C(\C#N)S(=O)(=O)c1ccc(C)cc1 | -12% | 6% | -1%
Cc1ccc(S(=O)(=O)N2CCN(c3ccc([N+](=O)[O-])c4cccnc34)CC2)cc1 | -2% | 0% | 4%
COc1cccc(C(=O)NCCSc2ccc(C)cc2)c1 | -16% | -1% | -15%
O=C(/C=C/c1ccc(Cl)cc1)c1cccnc1 | -14% | 1% | -4%
CC1(C(=O)NNC(=O)c2ccc([N+](=O)[O-])cc2)CC1(Br)Br (centres undefined) | 11% | -14% | 1%
COc1cccc(NC(=O)c2ccc(N3C(=O)C4CC=C(C)CC4C3=O)cc2)c1 (centres undefined) | -6% | -17% | -2%
C=CCN1CCN(C(=O)c2oc3ccccc3c2C)CC1 | 1% | -6% | -4%
CCOc1ccccc1C1N=C(N)Nc2nc3ccccc3n21 (centres undefined) | -9% | . | -6%
CCCCSc1nnc(CCCCCNC(=O)OC(C)(C)C)o1 | -3% | 8% | 11%
COc1ccccc1CCC(=O)N(C)CC(=O)Nc1ccc(F)cc1 | 16% | -2% | -13%
COc1ccccc1NC(=O)C(C)OC(=O)C1CC(=O)N(c2ccc3c(c2)OCCO3)C1 (centres undefined) | 1% | -1% | 0%
O=C(CCC(=O)c1cccs1)NNC(=O)c1ccccc1Cl | -8% | . | -5%
COc1ccc(N(CC(=O)Nc2ccc3c(c2)OCCO3)S(=O)(=O)c2c(C)noc2C)cc1 | -6% | 7% | -5%
O=[N+]([O-])c1c(N2CCN(CCO)CC2)nc2ccccn12 | -4% | ? | ?
CCCCn1c(N)c(N(CCC(C)C)C(=O)CSc2nnc3ccccn23)c(=O)[nH]c1=O | -10% | 2% | -2%
Cc1cc(NC(=O)CCCn2c(C)c3cnn(-c4ccccc4)c(=O)c3c2C)ccc1Br | -21% | . | -10%
O=C(Nc1c(Cl)cc(Cl)cc1C(=O)NCCN1CCOCC1)c1cccc([N+](=O)[O-])c1 | 2% | -3% | 1%
COC(=O)N1CC(=O)N(OC)C1c1ccc(Cl)cc1Cl (centres undefined) | 2% | 6% | -7%

Going on with the list.
SMILES | FEN1 inhibitor | N370S GC mod | KAT2A inh
O=C(NC(NC(=S)Nc1ccccc1Cl)C(Cl)(Cl)Cl)c1cccc(Cl)c1 (centres undefined) | -6% | 1% | 0%
CC(C)(C)OC(=O)NNC(=O)Nc1ccccc1C(F)(F)F | -10% | -1% | -8%
CCOC(=O)N1CCN(C(=O)C2CCN(Cc3ccc(O)c(OCC)c3)CC2)CC1 | -2% | -6% | -6%
O=C1C(=O)N(CCCn2ccnc2)C(c2ccccn2)/C1=C(/O)c1ccccc1 (centres undefined) | . | 1% | -2%
CC(C(=O)NCC1CCCCC1)N(C)Cc1cccc(Cl)c1 (centres undefined) | -14% | -3% | -9%
COc1cc2c(cc1OC)CN(C(=O)c1cc3ccccc3oc1=O)CC2 | 7% | -3% | -4%
O=C1COCC(=O)N1CCc1c[nH]c2ccccc12 | 3% | -10% | 0%
O=C(COCc1cc(-c2ccc3c(c2)OCO3)on1)Nc1cc(C(F)(F)F)ccc1Cl | 8% | . | -8%
Clc1ccc(CCNc2ncnc3nc[nH]c23)cc1 | -5% | -13% | -6%
O=C(CSc1nnc(CNC(=O)c2ccco2)o1)Nc1nc2ccccc2s1 | 20% | -6% | -6%
Cc1cc(C)nc(SCC(=O)Nc2nc(-c3ccccc3)c(-c3ccccc3)o2)n1 | -3% | 4% | -26%
CCN1CCN(C(c2ccc(Cl)cc2)c2c(O)cc(C)n(CCOC)c2=O)CC1 (centres undefined) | -5% | . | -4%
CCC(=O)Nc1ccc(C2C(=O)c3ccccc3C2=O)cc1 | -5% | -9% | 16%
CCCC(C)NC(=O)C1CC(=O)N(CCc2ccc(F)cc2)C1 (centres undefined) | 0% | -3% | 0%
CN(C)c1cccc(C(=O)N/C=C/n2cnc3cc(C(F)(F)F)ccc32)c1 | -7% | -1% | -10%
Cc1csc(NC(=O)CSc2nnc(Cc3cccn3C)n2-c2ccc(F)cc2)n1 | -1% | -3% | -4%
COc1ccccc1CNC(=O)c1cnc(N2CCCC2)nc1C | 18% | . | 11%
O=C(c1ccccc1)c1ccccc1C(=O)N1CCCC1 | -1% | -3% | .
CCCC(=O)N=C1SC2CS(=O)(=O)CC2N1c1ccc(-c2nc3ccc(C)cc3s2)cc1 (centres undefined) | 5% | 9% | 2%
CC1=C(C(=O)N2CCOCC2)C(c2ccccc2F)C2=C(CC(C)(C)CC2=O)N1 (centres undefined) | 6% | 21% | -15%

Ordered by molar mass (rising): part of the list above.
SMILES | FEN1 inhibitor | N370S GC mod | KAT2A inh
CCCC(C)NC(=O)C1CC(=O)N(CCc2ccc(F)cc2)C1 (centres undefined) | 0% | -3% | 0%
CC1=C(C(=O)N2CCOCC2)C(c2ccccc2F)C2=C(CC(C)(C)CC2=O)N1 (centres undefined) | 6% | 21% | -15%
Cc1cc(C)nc(SCC(=O)Nc2nc(-c3ccccc3)c(-c3ccccc3)o2)n1 | -3% | 4% | -26%
CCN1CCN(C(c2ccc(Cl)cc2)c2c(O)cc(C)n(CCOC)c2=O)CC1 (centres undefined) | -5% | . | -4%

Structures listed so far that have bromine:
SMILES | FEN1 inhibitor | N370S GC mod | KAT2A inh
Brc1cccc(OCCCCN2CCCCC2)c1 | -1% | 1% | 1%
COc1cc(CNC(C)c2ccccc2)c(Br)cc1OCC(N)=O (centres undefined) | -1% | -24% | -5%
CC1(C(=O)NNC(=O)c2ccc([N+](=O)[O-])cc2)CC1(Br)Br (centres undefined) | 11% | -14% | 1%
Cc1cc(NC(=O)CCCn2c(C)c3cnn(-c4ccccc4)c(=O)c3c2C)ccc1Br | -21% | . | -10%

Further results follow:
SMILES | FEN1 inhibitor | N370S GC mod | KAT2A inh
CCOC(=O)c1ccc(-c2ccc(/C=N/NC(=O)CN(c3ccccc3Cl)S(C)(=O)=O)o2)cc1 | -22% | -4% | -22%
COc1ccc(-c2nnc(SCC(=O)Nc3cc(C)on3)n2N)cc1OC | -4% | -1% | 0%
CCOC(=O)[C@H]1[C@H]2COc3ccc(OC)cc3[C@@H]2N2C(=O)CN(Cc3ccco3)C(=O)[C@@]12C | -3% | . | -7%
CC1=NN(C(N)=S)C(=O)C1N=Nc1ccc(C)c(Br)c1 (centres undefined) | -4% | 0% | 26%
COc1ccc(C(=O)CCC(=O)NCCc2ccccc2F)cc1 | 0% | -9% | -15%
O=C(NCc1cccs1)c1cnn2cccnc12 | 4% | 3% | -12%
Cc1cc2nc(C(F)(F)F)[nH]c(=O)n2n1 | 2% | 8%[2.35 µM] | -4%
COC(=O)c1c(NC(=O)/C=C/c2ccc(OC)cc2)sc2c1CCC2 | 3% | . | -6%
COc1ccc(-c2nc3ccccc3s2)cc1NC(=O)c1cc2ccccc2o1 | -6% | . | -1%
COc1cc(NC(=O)c2ccc(C(=O)c3ccccc3)cc2)cc(OC)c1OC | 8% | 6% | ?
Cc1oc(/N=C/c2cccc([N+](=O)[O-])c2)c(C#N)c1C | 13% | 4% | -12%
CCS(=O)(=O)N1CCC(C(=O)Nc2cc(Cl)ccc2O)CC1 | -13% | -5% | 2%
CCN1CCN(C(=O)c2ccc3c(c2)S(=O)(=O)c2ccccc2C3=O)CC1 | -3% | -2% | -1%
COC(=O)c1cc2oc3ccccc3c2n1CC(=O)Nc1ccc(Cl)cc1F | 5% | . | -3%
CCCCC(CCC(=O)Nc1cccc([N+](=O)[O-])c1)C(=O)O (centres undefined) | 0% | -3% | -1%
Cc1ccc(-n2c(O)c(C=Nc3ccccc3-c3n[nH]c(=S)[nH]c3=O)c3ccccc3c2=O)cc1C | 50µM* | 8% | ?
Cn1cc(C(=O)NCCc2ccc(Cl)cc2)c(=O)c2cc(S(=O)(=O)N3CCCCC3)ccc21 | -5% | . | -5%
Oc1ccc(Cl)cc1C1=Nc2ccccc2N=C(c2cccc(Br)c2)C1 | -19% | . | -3%
O=C(Cn1c(=O)c(=O)n(Cc2ccccc2)c2ccc(Cl)cc21)Nc1ccc(F)cc1F | -6% | -7% | -4%
CCc1nc2ccc(C(=O)N3CCN(c4cccc(OC)c4)CC3)cc2nc1CC | -14%&16% | -1% | -2%&-2%
Oc1c(Br)cc(Br)c2cccnc12 | -33% | 6% | 25%
CC1(C)OC(=O)C(=CNc2ccc(F)cc2)C(=O)O1 | -6% | 2% | -7%
CCOC(=O)/C(C(N)=NCCCO)=C(/O)c1ccccc1 | 1% | -2% | -13%
Cc1cccc(N2CCN(C(=O)c3ccc4c(c3)N(Cc3cccc(Cl)c3)C(=O)c3ccccc3S4=O)CC2)c1C (centres undefined) | -4% | . | 0%
COc1ccc(OCCCn2c(C)nc3cc(C)c(C)cc32)cc1 | 6% | . | -7%
Cc1nccn1CC(=O)N/N=C/c1ccccc1O | -12% | -1% | 1%
Cc1cc(C)cc(NC(=O)CSc2oc(-c3ccco3)nc2S(=O)(=O)c2ccccc2)c1 | 13% | . | -14%

Compounds were not picked by outcome (roughly 0.54% active in at least one column).
